HEK293 tox: cytotoxic in the GLP-1 receptor inverse agonist counter-screen; HEK293 cAMP-luciferase reporter cells, luminescence, 24 h; actives 0.13% (n = 410,000); Potency, µM (titrated, usually from 38.3 µM), inactives show top-dose activity change, negative = inhibition, most hits filed as inhibitors;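 also: loss of luciferase light is scored as toxicity; potency is read from the fitted curve at half-maximal effect; % is scaled to controls: 0 for no effect and ±100 for the full control effect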
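To flag toxic compounds, the library was rerun on cells for 24 hr at 37 deg C and 5% CO2. Viability-linked luminescence was captured 12 min after adding luciferase detection reagent.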
GLP-1R agonist: activates the human GLP-1 receptor; P43220; HEK293 GLP-1R CRE-luciferase, luminescence, 4-6 h; cells express a hypersensitive GLP-1R form; Potency, µM (top dose mostly 45.6 µM), for inactives: at the highest dose activation, hits mostly activators; actives 0.007% (n = 380,000); AID 624172; also: potency is read from the fitted curve at half-maximal effect; % of control where 0% means no effect
Target sequence (P43220 whole entry, looked up): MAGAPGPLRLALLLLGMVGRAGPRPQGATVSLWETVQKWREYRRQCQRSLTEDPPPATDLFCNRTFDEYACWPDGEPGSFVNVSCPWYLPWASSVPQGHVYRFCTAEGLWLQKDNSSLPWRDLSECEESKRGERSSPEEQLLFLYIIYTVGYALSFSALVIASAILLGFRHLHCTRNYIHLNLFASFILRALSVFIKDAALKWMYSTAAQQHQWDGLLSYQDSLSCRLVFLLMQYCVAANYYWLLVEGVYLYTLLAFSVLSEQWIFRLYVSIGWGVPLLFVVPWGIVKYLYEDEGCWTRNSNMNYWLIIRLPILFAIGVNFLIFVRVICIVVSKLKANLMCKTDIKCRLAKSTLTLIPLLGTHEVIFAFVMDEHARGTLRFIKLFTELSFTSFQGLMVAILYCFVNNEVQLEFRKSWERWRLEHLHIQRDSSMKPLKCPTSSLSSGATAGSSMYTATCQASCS
GLP-1R inv ag: inverse agonists of human GLP-1 receptor. P43220. HEK293 GLP-1R CRE-luciferase, luminescence, 24 h; GLP-1R form is constitutively active. Potency, µM (series often up to 38.3 µM), for inactives: at the top dose activity change, negative = inhibition, actives largely listed as inhibitors. actives 1.6% (n = 410,000). AID 624417; also: potency is read from the fitted curve at half-maximal effect; % is scaled to controls: 0 for no effect and ±100 for the full control effect; nearly all actives have a fitted effect of over 55% in size
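Seeding at 200 cells/uL, 12 h culture, 24 hr compound treatment, then luciferase reagent and a luminescence read; cells are HEK293 stably expressing a constitutively active GLP-1R plus cAMP-responsive luciferase.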
TDP-43 yeast inh: TDP-43 toxicity inhibition in yeast; actives 1.8% (n = 410,000); TDP-43 expressing yeast growth rescue, BacTiter-Glo, 24 h; Potency, µM (series often up to 46.1 µM), without a hit: top-dose growth rescue (activation), usual class: activators; also: potency is read from the fitted curve at half-maximal effect; % of control where 0% means no effect; nearly all actives have a fitted effect of over 50% in size
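Yeast cells expressing TDP-43 under galactose induction are exposed to compounds for 24 hr at 30 deg C. BacTiter-Glo luminescence measures growth, so protective compounds score as activators.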
aSyn rescue: alpha-synuclein toxicity inhibition in yeast | Potency, µM (titrated, usually from 46.1 µM), without a hit: at the highest dose growth rescue (activation), actives largely listed as activators | actives 0.14% (n = 370,000) | Yeast expressing alpha-synuclein, growth rescue, BacTiter-Glo, 24 h | AID 652106; also: potency is read from the fitted curve at half-maximal effect; % of control where 0% means no effect; nearly all actives have a fitted effect of over 65% in size
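Rescue of yeast growth: cells expressing toxic alpha-synuclein, induced in galactose at OD600 0.02, incubated with compound 24 h at 30 C. ATP luminescence quantified growth; inhibitors of toxicity appear as activators.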
KB-V1 MDR tox: kills drug-selected multidrug resistant KB-V1 cells; Potency, µM (series often up to 46.1 µM), inactives show at the highest dose activity change, negative = cytotoxicity, usual class: cytotoxic; actives 3.4% (n = 400,000); KB-V1 MDR cells viability, CellTiter-Glo, 72 h; also: potency is read from the fitted curve at half-maximal effect; % is scaled to controls: 0 for no effect and ±100 for the full control effect; nearly all actives have a fitted effect of over 60% in size
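KB-V1 MDR subline cells in DMEM (phenol-red free, 10% FBS) exposed to compounds in qHTS concentration series for 72 h at 37 degrees C. Viability read by CellTiter-Glo luminescence; concentration-effect curves fitted after normalization and correction.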
DRD3 antagonist: antagonists of human D3 dopamine receptor | P35462 | D3R cells, DiscoveRx beta-arrestin luminescence, antagonist mode; hits give low values | max response, negative = inhibition, % | actives 2.5% (n = 360,000); in the data active = max response below about -50%; inconclusive = no clear call, values can overlap the other calls; also: % is scaled to controls: 0 for no effect and ±100 for the full control effect; mostly tested at two doses, the higher about 12 µM
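Cells plated overnight at 1500 cells/well, then exposed to library compounds with dopamine controls for 90 minutes at 37 degrees C. DiscoveRx reagent added for 30–60 minutes at room temperature; luminescence read, quantitative HTS format.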
DRD3 agonist: D3 dopamine receptor (human) agonism; D3R DiscoveRx beta-arrestin cells, luminescence, 90 min; max activation, %; actives 0.58% (n = 410,000); AID 652048; in the data active = max activation above about 30%; also: 0% is about no effect; mostly tested at two doses, the higher about 12 µM
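Cells at 1500/well, incubated overnight, then treated with pinned compounds (dopamine as control) for 90 min at 37 degrees C. DiscoveRx reagent added for 30 - 60 minutes at room temperature; luminescence read.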
PTHR1 agonist: PTHR1 (human) receptor agonism; Q03431; HEK293 GP2 PTHR1 cells, GloSensor cAMP luminescence, 1 h; Potency, µM (doses to about 115 µM), for inactives: at the highest dose activation, actives largely listed as activators; actives 0.075% (n = 410,000); AID 743266; also: potency is read from the fitted curve at half-maximal effect; nearly all actives have a fitted effect of over 55% in size; some results filed as inactive show a strong effect at the top dose; inactives centre near -15; many of its hits are not listed in these tables
Target sequence (Q03431 whole entry, looked up): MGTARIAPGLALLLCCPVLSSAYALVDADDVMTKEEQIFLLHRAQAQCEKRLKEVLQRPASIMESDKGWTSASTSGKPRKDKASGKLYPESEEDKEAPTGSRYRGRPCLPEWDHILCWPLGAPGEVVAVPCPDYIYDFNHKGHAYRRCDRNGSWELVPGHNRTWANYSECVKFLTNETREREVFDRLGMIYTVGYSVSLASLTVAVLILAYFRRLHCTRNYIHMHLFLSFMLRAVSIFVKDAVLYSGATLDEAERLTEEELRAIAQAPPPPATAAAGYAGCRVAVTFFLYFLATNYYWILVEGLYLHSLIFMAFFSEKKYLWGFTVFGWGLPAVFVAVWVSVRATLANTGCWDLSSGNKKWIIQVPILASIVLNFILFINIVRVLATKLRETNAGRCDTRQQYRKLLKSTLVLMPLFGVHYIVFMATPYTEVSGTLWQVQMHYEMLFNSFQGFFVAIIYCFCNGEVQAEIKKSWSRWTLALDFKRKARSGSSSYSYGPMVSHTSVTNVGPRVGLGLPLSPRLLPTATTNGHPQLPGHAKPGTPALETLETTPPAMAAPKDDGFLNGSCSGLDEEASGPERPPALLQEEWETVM
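HEK-293-derived GP2 cells expressing PTHR1 and a GloSensor cAMP reporter, 3,000/well, plated overnight, given luciferin plus IBMX (each 0.5 mM as added) for 1 h at 37 °C, then compound for 1 h at 37 °C. Luminescence was read after 15 min at room temperature.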
* hit, by the source's call; i = inactive; u = inconclusive; x = no result given; [ ] = another dose, or the depositor's remark. Unless noted, calls follow the shape of the dose curve; as a rule, active = well fitted curve in the direction sought with a large enough effect; inconclusive = small, poorly fitted or top-dose-only effect, or another doubt; inactive = no such curve, though single readings can be large; an effect the other way counts as inactive or inconclusive. Some of the compounds tested (hit frequency here may not be typical).

Letters: A = HEK293 tox; B = GLP-1R agonist; C = GLP-1R inv ag; D = TDP-43 yeast inh; E = aSyn rescue; F = KB-V1 MDR tox; G = DRD3 antagonist; H = DRD3 agonist; I = PTHR1 agonist
CC(C)(O)C#Cc1ccc(CN2CCN(C3CCCC3)C(CCO)C2)cc1 (stereo not drawn)
  A: 0%; B: -5%; C: -1%; D: -18%; E: 1%; F: -5%; G: u; H: -13; I: i
CSCC[C@H](NC(=O)[C@@H]1Cc2ccccc2CN1)C(=O)NC1CCCC1
  A: -3%; B: -1%; C: 5%; D: 0%; E: -1%; F: -5%; G: 7; H: -1; I: i
C[C@]12c3[nH]c4ccccc4c3CCN1C(=O)C(CC(=O)NCc1cccc(C(F)(F)F)c1)C[C@@H]2C(=O)N1CCCCC1 (stereo partly drawn)
  A: -9%; B: 0%; C: u; D: 28%; E: 11%; F: 0%; G: -20; H: 0; I: -85%[inhibitor]
Cc1ccc(SCc2c(C(=O)N/N=C/c3ccc(C)o3)nnn2-c2nonc2N)cc1
  A: -20%; B: -1%; C: u; D: 5%; E: 2%; F: -1%; G: -4; H: -1; I: i
COc1ccc(C)cc1NC(=O)C(Cc1ccccc1)NS(=O)(=O)c1cccs1 (stereo not drawn)
  A: 0%; B: 6%; C: u; D: 18%; E: 25%; F: 0%; G: x; H: -1; I: -1%
CCOC(=O)C1(Cc2ccc(OC)cc2)CCN(C(=O)CC2CCC(=O)N2)CC1 (stereo not drawn)
  A: 8%; B: 1%; C: 5%; D: -4%; E: -8%; F: -2%; G: 8; H: 1; I: i
CCN1CCN(CCCNC(=O)CCCn2nc(C)c3sc4ccccc4c3c2=O)CC1
  A: 25%; B: 12%; C: 10%; D: -6%; E: -2%; F: 26%; G: -20; H: -5; I: -3%
CC(C)(C)NC(=O)c1ccc(COCC(F)(F)F)o1
  A: 8%; B: -1%; C: -5%; D: 7%; E: -4%; F: 14%; G: u; H: -11; I: i
Cc1ccc(C)c(Cn2c3ccccc3c3cnn(CC(=O)NCCCc4ccccc4)c(=O)c32)c1
  A: 8%; B: x; C: 7%; D: -15%; E: x; F: 0%; G: x; H: -16; I: u
O=C(NCCCO)/C(=C\C=C\c1ccccc1)NC(=O)c1ccccc1Cl
  A: 4%; B: 2%; C: 24%; D: 1%; E: 0%; F: -13%; G: -4; H: 5; I: i
O=C1c2ccncc2C(=O)N1CO
  A: -4%; B: -28%; C: 6%; D: -11%; E: 0%; F: 15%; G: -1; H: 1; I: i
CC1=C(C(=O)OCC2CCCCC2)C(c2ccc(Cl)cc2)CC(=O)N1 (stereo not drawn)
  A: 0%; B: 0%; C: u; D: 11%; E: x; F: u; G: x; H: 7; I: -80%
O=C1CCCC(O)=C1Sc1ccccc1C(=O)O
  A: 7%; B: -7%; C: 17%; D: -14%; E: -4%; F: -1%; G: -5; H: 0; I: i
O=C(NNC(=S)NCc1ccccc1)c1ccc(Br)cc1
  A: -13%; B: 3%; C: -22%; D: u; E: 4%; F: -12%; G: 15; H: 0; I: -35%[inhibitor]
CN(CC(=O)Nc1cc(Cl)cc(Cl)c1)Cc1cccs1
  A: -5%; B: 15%; C: 13µM*; D: 13%; E: 4%; F: -24%; G: -13; H: -19; I: i
Cc1cc(C(=O)c2ccccc2)cc(C)c1O
  A: -22%; B: -13%; C: 13%; D: u; E: 4%; F: 0%; G: -11; H: -1; I: i
COc1ccc(C(=O)C2CCCN(C(=O)c3ccc(F)cc3)C2)cc1OC (stereo not drawn)
  A: -8%; B: 4%; C: 31%; D: 9%; E: 8%; F: -15%; G: 14; H: 5; I: i
CC(C)Oc1ccc(C(=O)Nc2ccc(-c3nc4ccccc4s3)cc2)cc1
  A: -4%; B: x; C: 3%; D: 19%; E: x; F: 12%; G: x; H: 3; I: -62%
O=C(CSc1nnc2scc(-c3ccccc3)n12)NCc1ccc2c(c1)OCO2
  A: 6%; B: 9%; C: u; D: -10%; E: -4%; F: -8%; G: -24; H: -14; I: i
Cc1cccc(C)c1NC(=O)/C(=C/c1ccco1)c1ccccc1
  A: 17%; B: 0%; C: u; D: 29%; E: 5%; F: u; G: -13; H: -4; I: i
Cc1cc2nc(-c3ccc(SCC(=O)N4CCOCC4)nc3)[nH]c2cc1C
  A: u; B: -17%; C: u; D: -6%; E: -2%; F: u; G: 34; H: 19; I: -10%[57.5 µM]
COc1cccc(C(O)c2nc(-c3ccc(OC)nc3)cs2)c1 (stereo not drawn)
  A: 7%; B: 12%; C: 4%; D: u; E: 4%; F: -1%; G: 17; H: 7; I: -9%
c1ccc2c(c1)oc1c(-c3ccc4nccn4c3)cccc12
  A: -17%; B: 29%; C: -16%; D: 12%; E: -8%; F: u; G: 0; H: 9; I: -8%
CCCC[C@@H]1CCCO[C@@](C(=O)NCc2ccc(C)o2)(C(F)(F)F)C1
  A: -1%; B: 18%; C: u; D: 19%; E: 1%; F: 25%; G: 27; H: 2; I: i
CN(C(=O)c1coc(=O)c2ccccc12)c1ccc(Br)cc1
  A: 5%[7.66 µM]; B: -2%; C: -7%[7.66 µM]; D: 25%; E: 2%; F: -4%; G: 3; H: 1; I: i
CC[C@H](C)[C@H]1CNC(=O)C(=O)N1CC1CCN(CCc2ccccc2)CC1
  A: -6%; B: 2%; C: 1%; D: 1%; E: -9%; F: -18%; G: -13; H: -28; I: i
C/[N+]([O-])=C\c1cccc(OCCN2CCN(c3ncc(C(F)(F)F)cc3Cl)CC2)c1
  A: 11%; B: 15%; C: u; D: -4%; E: -1%; F: -2%; G: -14; H: 4; I: -33%[inhibitor]
Cc1ccc(N/C(N)=N/c2nc(CSc3nnc(N)s3)cc(=O)[nH]2)cc1
  A: -2%; B: 8%; C: 13%; D: 13%; E: -6%; F: 0%; G: 1; H: -4; I: -13%
CNC(=O)C1CC(=O)N(c2ccc(OCC(=O)Nc3ccccc3)cc2)C1 (stereo not drawn)
  A: 31%[activator]; B: -1%; C: 8%; D: -11%; E: 4%; F: 13%; G: -12; H: -4; I: -3%
COc1ccc(C(=O)Nc2ccc(-c3ccc(NC(=O)c4ccc(OC)cc4)c(OC)c3)cc2OC)cc1
  A: 10%; B: 8%; C: 4%; D: -6%; E: -2%; F: -18%; G: -20; H: 3; I: i
Cc1cc(C)c(NC(=O)COC(=O)Cc2cccs2)c(C)c1
  A: -4%; B: 0%; C: -31%; D: -12%; E: 4%; F: 22%; G: -12; H: 1; I: i
CN(CC/C=C1/c2ccccc2CSc2ccccc21)CCCO
  A: u; B: 2%; C: 5.6µM*; D: -10%; E: 13%; F: 23µM*; G: u; H: -17; I: i
CC(NC(=O)c1cccc2ccccc12)c1ccc2c(c1)CCCC2 (stereo not drawn)
  A: -11%; B: 23%; C: u; D: 28%; E: 1%; F: 21µM*; G: 9; H: 5; I: i
OC1(c2ccccc2)CCN(Cc2ccccc2)CC1
  A: -12%; B: 0%; C: -46%; D: -32%[inhibitor]; E: 1%; F: -20%; G: -80*; H: -17; I: -15%
O=C(NCc1ccccc1)C(c1ccc(F)cc1)N1CCN(CCN2CCOCC2)CC1 (stereo not drawn)
  A: -5%; B: x; C: 17%; D: 1%; E: 3%; F: -4%; G: -24; H: -7; I: i
COc1ccc(C)cc1S(=O)(=O)NCCc1ccccc1
  A: 2%; B: 23%; C: 0%; D: 2%; E: 15%; F: -16%; G: -6; H: -10; I: i
O=S(=O)(c1ccc2c(c1)N(Cc1ccc(Cl)cc1)C1CCCN21)N1CCOCC1 (stereo not drawn)
  A: 2%; B: 9%; C: 7%; D: 0%; E: 2%; F: -6%; G: 7; H: -1; I: i
CCN(CC)CCC(=O)NC(C)(C)Cc1ccc(O)cc1
  A: 5%; B: -10%; C: u; D: -8%; E: -3%; F: 11%; G: 4; H: 1; I: i
C=CCn1c(=O)c2ccccc2n2c(SCC(=O)NCc3cccs3)nnc12
  A: -8%; B: 5%; C: 7%; D: 6%; E: -1%; F: 0%; G: 4; H: -2; I: i
COc1ccc(Br)c2c1-c1nc(NC(=O)c3ccccc3SC)sc1C2
  A: -8%; B: x; C: 13%; D: 18%; E: x; F: x; G: x; H: -11; I: 30%
C#CCOCCOCCOCCNc1nc(N2CCN(C(=O)[C@H](CCCCN)n3cc([C@@H](N)CC(C)C)nn3)CC2)nc(N2CCN(C(=O)[C@H](Cc3cc4ccccc4[nH]3)n3cc([C@@H](N)Cc4ccc(O)cc4)nn3)CC2)n1
  A: -20%; B: -1%; C: -13%; D: 0%; E: -8%; F: 0%; G: -18; H: 5; I: -2%

One compound at a time (already shown). Order of screens: HEK293 tox, GLP-1R agonist, GLP-1R inv ag, TDP-43 yeast inh, aSyn rescue, KB-V1 MDR tox, DRD3 antagonist, DRD3 agonist, PTHR1 agonist
Entry for CN(C(=O)c1coc(=O)c2ccccc12)c1ccc(Br)cc1 → 5%[7.66 µM], -2%, -7%[7.66 µM], 25%, 2%, -4%, 3, 1, i
Entry for O=C(NCCCO)/C(=C\C=C\c1ccccc1)NC(=O)c1ccccc1Cl → 4%, 2%, 24%, 1%, 0%, -13%, -4, 5, i
Entry for OC1(c2ccccc2)CCN(Cc2ccccc2)CC1 → -12%, 0%, -46%, -32%[inhibitor], 1%, -20%, -80*, -17, -15%

Compound activity as filed in PubChem.
